Assay outcomes: PubChem BioAssay, National Center for Advancing Translational Sciences (NCATS)
D1 PAM – Potentiators of Human D1 Dopamine Receptor: qHTS; D(1A) dopamine receptor (Homo sapiens), P21728; 0.036% of 360,000 active; potentiation, % at 10 µM; HEK293 TREx D1 cells, calcium flux, dopamine EC20 potentiation; in the data active = potentiation above about 30%; also: 0% is about no effect
Target sequence (P21728 whole entry, looked up): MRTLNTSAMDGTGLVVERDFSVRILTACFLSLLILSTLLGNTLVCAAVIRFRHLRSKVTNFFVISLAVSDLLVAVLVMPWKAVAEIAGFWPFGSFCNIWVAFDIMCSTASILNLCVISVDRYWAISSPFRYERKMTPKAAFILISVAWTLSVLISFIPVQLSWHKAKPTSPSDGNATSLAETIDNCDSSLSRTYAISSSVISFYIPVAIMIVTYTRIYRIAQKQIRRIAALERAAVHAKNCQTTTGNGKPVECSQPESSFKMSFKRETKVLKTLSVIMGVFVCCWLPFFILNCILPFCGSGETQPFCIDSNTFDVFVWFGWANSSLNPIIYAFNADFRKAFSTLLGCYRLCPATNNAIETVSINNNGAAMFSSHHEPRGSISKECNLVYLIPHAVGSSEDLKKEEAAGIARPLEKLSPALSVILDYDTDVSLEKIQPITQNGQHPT
Vif-A3G inh – qHTS for Inhibitors of Vif-A3G Interactions: qHTS; Potency, µM (doses to about 46.1 µM), for inactives: at the top dose activity, negative = active, actives largely listed as inhibitors; AID 602310, 2012; 0.076% of 410,000 active; HeLa A3G-eYFP + Vif (tagged APOBEC3G with the HIV-1 protein that degrades it), YFP fluorescence, overnight;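 also: potency is read from the fitted curve at half-maximal effect; % is scaled to controls: 0 for no effect and ±100 for the full control effect; nearly all actives have a fitted effect of over 60% in size; hits raise eYFP signal because A3G escapes Vif-driven loss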
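Read-out is eYFP fluorescence (Ex 488/Em 500-530) from Vif-expressing HeLa A3G-eYFP cells; more signal means A3G escaped Vif-mediated degradation. Cells plated overnight, compound pinned in, incubated overnight at 37 deg C.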
D1 agonist – Allosteric Agonists of the Human D1 Dopamine Receptor: qHTS | D(1A) dopamine receptor (Homo sapiens), P21728 | activation, % at 2 µM | HEK293 T-REx D1 cells, calcium flux, agonist mode | 1% of 360,000 active; in the data active = activation above about 30%; also: 0% is about no effect
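Agonism was scored from calcium flux recorded over 180 s (1 read/s) after pintool compound addition, following a 10-cycle baseline. Cells were inducible force-coupled HEK293 TREx D1, plated overnight at 30 C and loaded with no-wash calcium dye.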
Vif-APOBEC3F blk – qHTS for Inhibitors of Vif-A3F Interactions: qHTS. HeLa A3F-eYFP + Vif (tagged APOBEC3F with the HIV-1 protein that degrades it), YFP fluorescence increase. Potency, µM (doses to about 46.1 µM), for inactives: at the highest dose activity, negative = active. 0.2% of 390,000 active. AID 602313, 2012; also: potency is read from the fitted curve at half-maximal effect; % of control where 0% means no effect; nearly all actives have a fitted effect of over 65% in size
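Fluorescence increase (Ex 488/Em 500-530) after overnight compound treatment at 37 deg C flags inhibition of Vif-driven A3F-eYFP loss in stable HeLa A3F-eYFP/Vif cells seeded overnight beforehand.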
D1 antagonist – Antagonist of Human D 1 Dopamine Receptor: qHTS. D(1A) dopamine receptor (Homo sapiens), P21728. activity change, negative = inhibition, % at 10 µM. HEK293 TREx D1 cells, calcium flux, dopamine EC80; hits give low values. 3.2% of 360,000 active. AID 504652, 2011; in the data active = activity change below about -30%; also: % is scaled to controls: 0 for no effect and ±100 for the full control effect
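Cells carrying a force-coupled, tetracycline-inducible human D1 receptor report calcium flux. Each well gets a 10 s baseline, compound with 180 s monitoring, then an EC80 dopamine stimulus with a second 180 s kinetic read.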
RXFP1 agonist – qHTS Assay for Agonists of the Relaxin Receptor RXFP1 | Potency, µM (titrated, usually from 57.5 µM), without a hit: at the highest dose activation, hits mostly activators | HEK293T-RXFP1 cAMP TR-FRET, 30 min; response scale: percent of porcine relaxin response, buffer zero | 0.3% of 370,000 active | AID 2676, 2010; also: potency is read from the fitted curve at half-maximal effect; % is scaled to controls: 0 for no effect and ±100 for the full control effect; nearly all actives have a fitted effect of over 60% in size; many of its hits are not listed in these tables
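HEK293T cells stably expressing RXFP1 were pretreated with the PDE4 inhibitor Ro 20174, exposed to compounds for 30 min at 37C, lysed, and cAMP was read by TR-FRET. Data normalized to buffer (basal) and 29 nM porcine relaxin (100%).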
GRP78 ERSR act – qHTS for Inducers of the Endoplasmic Reticulum Stress Response (ERSR) in Human Glioma: qHTS; AID 602332, 2012; U87-MG GRP78 promoter luciferase reporter, 16 h; 0.02% of 420,000 active; Potency, µM, for inactives: at the top dose activation, usual class: activators; also: potency is read from the fitted curve at half-maximal effect; series mostly up to about 76 µM; % of control where 0% means no effect; nearly all actives have a fitted effect of over 35% in size
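Stably transfected U87-MG human glioma cells carrying a GRP78-based luminescent sensor were seeded at 1000 cells/well, pin-dosed with compounds and incubated 16 h. Luciferase reagent was then added, and end-point luminescence was read after 10 min at room temperature.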
D2 potentiator – HTS Assay for Positive Allosteric Modulators of the Human D2 Dopamine Receptor: Primary Screen for Potentiators. D(2) dopamine receptor (Homo sapiens), P14416. HEK293 T-REx D2, calcium flux, EC20 dopamine potentiation. potentiation, % at 10 µM. 0.34% of 340,000 active;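 active = potentiation over 3 SD above the plate norm, cut at about 30% in these data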; also: 0% is about no effect
Target sequence (P14416 whole entry, looked up): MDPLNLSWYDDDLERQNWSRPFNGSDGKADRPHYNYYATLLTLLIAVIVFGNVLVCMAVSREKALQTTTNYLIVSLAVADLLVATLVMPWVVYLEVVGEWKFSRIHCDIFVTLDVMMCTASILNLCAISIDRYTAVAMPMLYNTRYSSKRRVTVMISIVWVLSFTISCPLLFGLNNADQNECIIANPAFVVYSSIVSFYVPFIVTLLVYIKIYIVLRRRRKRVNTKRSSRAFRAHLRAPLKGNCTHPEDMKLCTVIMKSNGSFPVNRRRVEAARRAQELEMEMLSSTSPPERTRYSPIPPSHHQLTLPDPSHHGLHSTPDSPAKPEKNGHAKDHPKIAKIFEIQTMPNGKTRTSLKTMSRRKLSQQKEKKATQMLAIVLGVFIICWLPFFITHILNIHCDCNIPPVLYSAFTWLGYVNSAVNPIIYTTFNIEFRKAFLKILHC
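Calcium flux readout, no-wash dye, 1 read/s. Inducible HEK293 Trex D2 line, overnight 30 C. Compound alone 180 s (agonist flags), then EC20 dopamine, another 180 s to score potentiation.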
RXFP1 antag – qHTS Assay for Antagonists of the Relaxin Receptor RXFP1; activity change, negative = inhibition, % at 57.5 µM; 0.59% of 350,000 active; AID 1259400, 2018; Relaxin receptor 1 (Homo sapiens), Q9HBX9; HEK293-RXFP1, relaxin-stimulated cAMP HTRF, 30 min; hits give low values;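 active = activity change of -60% or lower, but not beyond a set lower limit; inconclusive = change between -60% and -40%, or beyond the set limit; inactive = change above -40%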; also: % is scaled to controls: 0 for no effect and ±100 for the full control effect
* hit, by the source's call; u = inconclusive; x = not tested or not shown; & = joins results of further samples. Unless noted, calls follow the shape of the dose curve; as a rule, active = well fitted curve in the direction sought with a large enough effect; inconclusive = small, poorly fitted or top-dose-only effect, or another doubt; inactive = no such curve, though single readings can be large; an effect the other way counts as inactive or inconclusive.

SMILES	D1 PAM	Vif-A3G inh	D1 agonist	Vif-APOBEC3F blk	D1 antagonist	RXFP1 agonist	GRP78 ERSR act	D2 potentiator	RXFP1 antag
CCc1ccc(NC(=O)NCC2CCN(c3ccc(OC)cc3)C2)cc1 (configuration not stated)	-1	4%	5	-13%	-18	-0.1%	-4%	17	-13
O=C(Nc1ccccc1-c1ccccc1)c1ccccc1[N+](=O)[O-]	2	-2%	1	-7%	-2	-0.2%	-2%	0	4
Cc1ccc(CNC(=O)C2CCCN2C(=O)Nc2ccc(F)cc2)cc1 (configuration not stated)	6	-3%	2	-11%	18	-1.8%	-3%	x	-3
CC(C)(C)n1ncc(Oc2ccccc2[N+](=O)[O-])c(Cl)c1=O	0	-6%	21	0%	-14	-0.1%	-5%	0	1
Cc1cccc(NC(=S)NCC(c2ccccc2)N(C)C)c1 (configuration not stated)	-5	4%	10	3%	5	0.4%	0%	x	1
COc1cccc(CNC(=O)c2ccc(NC(=O)CC3SC(N4CCCC4)=NC3=O)cc2)c1 (configuration not stated)	-9	2%	1	-14%	7	0.1%	2%	9	-9
COC(=O)c1ccc(CNC(=O)C2CCC(=O)N(CCN3CCOCC3)C2)cc1 (configuration not stated)	-13	1%	-1	-24%	8	1.2%	-6%	x	3
O=C1CN(C(=O)Nc2ccccc2Cl)C(c2ccccc2)c2c(sc3c2CCCC3)N1 (configuration not stated)	-1	1%	5	-9%	-5	0.4%	-4%	3	-19
CCC(=O)Nc1cccc(C(=O)OCc2cc(=O)n3nc(CC)sc3n2)c1	0	-4%	1	0%	-3	9.0%	0%	5	8
CCn1cc(C2=NCC(C)O2)c2ccccc21 (configuration not stated)	-1	-7%	6	-13%	-10	-0.8%	-4%	0	16
COC(=O)c1cnn(-c2ccccc2)c1/C=N/NC(=S)Nc1ccccc1	0	3%	1	u	40	-0.8%	-3%	4	1
COCCn1cc(C(=O)c2ccccc2OCC(=O)Nc2cc(C)on2)cc(C#N)c1=O	-7	0%	1	0%	-8	0.3%	-1%	x	-15
COc1ccc(Cl)cc1C(=O)NN=C1CCCC1	x	0%	x	-10%	x	x	-2%	x	-1
O=C(CN1C(=O)NC(Cc2c[nH]c3ccccc23)C1=O)Nc1ccc(F)c(F)c1F (configuration not stated)	-1	2%	4	4%	3	0.1%	-4%	-1	0
O=C(N=c1ccn(-c2nc3ccccc3nc2NS(=O)(=O)c2ccccc2)cc1)c1cccs1	-4	u	15	25µM*	7	u	0%	-6	-8
OCc1ccccc1NC(=S)Nc1cccnc1	-5	2%	1	-4%	8	0.2%	2%	13	6
NS(=O)(=O)c1ccc(CCNC(=O)CSCc2ccccc2)cc1	-1	0%	0	-6%	-3	-0.5%	-6%	4	1
O=C(COC(=O)CNC(=O)c1ccccc1F)NC1CC1	x	1%	x	3%	x	x	-8%	x	-2
O=C1CSC(=S)N1c1cccc(F)c1	1	0%	3	-4%	2	-0.9%	1%	0	-13
COc1ccc(C(=O)N(Cc2ccccc2)c2cccc(C)c2)cc1S(=O)(=O)N1CCOCC1	-6	1%	4	14%	-12	-0.1%	-3%	11	-16
COc1ccc(C(=O)c2sc(Nc3ccccc3)nc2N)cc1	-2&2	-20%&-8%	4&5	-11%&3%	13&43	0.5%&-1.1%	6%&-1%	-1&-3	-12&-25
CC(CC(=O)NCc1ccc(Cl)cc1)S(=O)(=O)c1ccc2c(c1)NC(=O)CO2 (configuration not stated)	4	3%	1	0%	-1	-0.3%	-4%	17	29
COc1ccc([N+](=O)[O-])cc1NC(=O)c1ccc(-n2nc(C)cc2C)cc1	-1	0%	3	u	3	0.3%	-1%	12	-5
O=C(OCc1ccccc1)C1CCN(S(=O)(=O)c2cccs2)CC1	x	0%	x	-5%	x	x	-2%	x	0
O=C(CCCOc1ccccc1)N1CCN(S(=O)(=O)c2cccc(F)c2)CC1	-2	-2%	9	-31%	34	0.5%	-6%	-6	-4

Additional entries:
SMILES	D1 PAM	Vif-A3G inh	D1 agonist	Vif-APOBEC3F blk	D1 antagonist	RXFP1 agonist	GRP78 ERSR act	D2 potentiator	RXFP1 antag
CC(=O)NCCNC(=O)c1cc(-c2cccc3ccccc23)nc2ccccc12	x	0%	x	1%	x	x	-4%	x	-4
CCc1ccc(C2CC(=O)NC(NC(=O)c3ccc(C(C)(C)C)cc3)=N2)cc1 (configuration not stated)	-1	-5%	0	-25%	3	6.2%	1%	-2	-8
Cc1ccc(S(=O)(=O)N2CCN(C(=O)CSc3nnc(C)s3)C2)cc1	8	0%	2	2%	-24	0.6%	-4%	11	-36
Cc1cccc(NC(=S)N=Nc2c(O)n(CN3CCOCC3)c3ccccc23)c1C	11	-25%	2	u	-6	0.6%	-8%	-9	2
Cc1cccc(OCCNC(=O)c2cccc(Oc3ccc(C(F)(F)F)cc3[N+](=O)[O-])c2)c1	2	0%	15	1%	1	0.2%	-2%	0	-13
CC(C)CNc1nc(NC(C)(C)C)nc(Oc2ccc(=O)[nH]n2)n1	5	-1%	0	8%	11	-0.2%	-1%	9	2
COc1cccc(C2C(C(=O)OC(C)C)=C(C)N=c3s/c(=C\c4ccc(C(=O)O)cc4)c(=O)n32)c1 (configuration not stated)	-4	-12%	6	1%	24	-0.4%	4%	x	-24
CCC(=O)Nc1sc2c(c1C(=O)OC)CCN(Cc1ccccc1)C2	-7	-4%	6	-1%	-3	1.8%	-1%	-22	-5
O=C1CC(c2ccco2)c2ccc3ccccc3c2N1 (configuration not stated)	-1	-7%	0	6%	8	-0.9%	1%	-1	-4
Cc1cccc(N2CCN(C(=O)C3CCN(S(=O)(=O)c4cnc[nH]4)CC3)CC2)c1C	2	0%	2	-5%	-19	1.7%	3%	16	-5
O=C(Nc1cccc(Oc2c(F)c(F)c(F)c(F)c2F)c1)N1C[C@@H]2C[C@@H](C1)c1cccc(=O)n1C2	0&3	-6%	2&2	-1%	0&9	0.0%&-0.1%	0%	1&0	-9
CCNC(=S)NNC(=O)c1ccccn1	2	-9%	4	-2%	-8	1.2%	-2%	3	x
Cc1ccc2onc(CC(=O)N3CCN(c4cccc(Cl)c4)CC3)c2c1	3	4%	-1	-5%	5	-0.7%	-5%	-5	-7
O=C(c1cccc(S(=O)(=O)N2CCCC2)c1)N1CCOCC1	-8	0%	2	-1%	11	0.5%	-4%	-10	2
Cc1cc(C(=O)Cn2nc(C(=O)O)c3ccccc3c2=O)c(C)n1-c1ccc(OC(F)F)cc1	-2	3%	5	-3%	4	1.8%	-3%	36*	-4
COc1cccc(CNc2ccc([N+](=O)[O-])cc2C)c1	-5	0%	1	u	-12	-0.9%	-2%	0	-31
Cc1ccc(S(=O)(=O)N2CCCC2CNC(=O)C(=O)NCc2ccc3c(c2)OCO3)cc1 (configuration not stated)	x	-14%	x	-2%	x	x	-2%	x	3
CCOC(=O)c1c(C)[nH]c(C(=O)Nc2ccc(NC(C)=O)cc2)c1C	-3	-1%	1	1%	-20	0.0%	-12%	0	7
CC(=O)c1ccc(NC(=O)C(C)Sc2nnc3ccccn23)cc1 (configuration not stated)	x	0%	1	2%	-7	2.6%	-4%	4	-15

Structures from the list above with fluorine, in the order listed:
SMILES	D1 PAM	Vif-A3G inh	D1 agonist	Vif-APOBEC3F blk	D1 antagonist	RXFP1 agonist	GRP78 ERSR act	D2 potentiator	RXFP1 antag
Cc1ccc(CNC(=O)C2CCCN2C(=O)Nc2ccc(F)cc2)cc1 (configuration not stated)	6	-3%	2	-11%	18	-1.8%	-3%	x	-3
O=C(CN1C(=O)NC(Cc2c[nH]c3ccccc23)C1=O)Nc1ccc(F)c(F)c1F (configuration not stated)	-1	2%	4	4%	3	0.1%	-4%	-1	0
O=C(COC(=O)CNC(=O)c1ccccc1F)NC1CC1	x	1%	x	3%	x	x	-8%	x	-2
O=C1CSC(=S)N1c1cccc(F)c1	1	0%	3	-4%	2	-0.9%	1%	0	-13
O=C(CCCOc1ccccc1)N1CCN(S(=O)(=O)c2cccc(F)c2)CC1	-2	-2%	9	-31%	34	0.5%	-6%	-6	-4
Cc1cccc(OCCNC(=O)c2cccc(Oc3ccc(C(F)(F)F)cc3[N+](=O)[O-])c2)c1	2	0%	15	1%	1	0.2%	-2%	0	-13
O=C(Nc1cccc(Oc2c(F)c(F)c(F)c(F)c2F)c1)N1C[C@@H]2C[C@@H](C1)c1cccc(=O)n1C2	0&3	-6%	2&2	-1%	0&9	0.0%&-0.1%	0%	1&0	-9
Cc1cc(C(=O)Cn2nc(C(=O)O)c3ccccc3c2=O)c(C)n1-c1ccc(OC(F)F)cc1	-2	3%	5	-3%	4	1.8%	-3%	36*	-4

Not all compounds are listed (hit frequency here may not be typical).
